Compound activity as filed in PubChem.
INS-1E rescue – preserves ATP levels in cytokine-treated INS-1E cells; INS-1E cytokine-induced death, ATP luminescence, 48 h; normalised: neutral wells 0, positive control 100; protection from cytokine-induced ATP loss, % at 10 µM; hit rate 0.1% among 20,000; AID 488910;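 active means mean replicate protection from cytokine-induced ATP loss at least 50% and at least 75% of replicates each reaching 50%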
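Test system: INS-1E rat cells | Quantity: 8000 cells per well | Medium: Phenol-red-free RPMI with 5% fetal bovine serum | Reagent: Cytokine cocktail of IFN-γ, TNF-α and IL-1β | Doses: One compound concentration, pin transfer | Timing: 48 h co-treatment, 10 min post-lysis read | Technique: Luminescent ATP assay (CellTiter-Glo)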
T cruzi HTS – inhibitors of intracellular Trypanosoma cruzi; intracellular Trypanosoma cruzi in host cells, plate reader; activity score (inhibition), % at 5.01 µM; hit rate 4.9% among 22,000; in the data active means activity score above about 55%;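 further: parasites and compound incubated about four days before reading; 0% = median of neutral control wells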
* hit, by the source's call; · = not tested or not shown.

SMILES | INS-1E rescue | T cruzi HTS
C[C@H]1CN([C@@H](C)CO)C(=O)c2cccc(NC(=O)Nc3ccc4c(c3)OCO4)c2O[C@@H]1CN(C)Cc1ccc(C(=O)O)cc1 | 4 | -14
C[C@H]1CN([C@@H](C)CO)C(=O)Cc2cc(N(C)C)ccc2O[C@@H]1CN(C)Cc1ccc(C(=O)Nc2ccccc2N)cc1 | 6 | 70*
COc1ccc(NC(=O)N(C)C[C@@H]2Oc3ccc(NS(=O)(=O)c4c(C)noc4C)cc3CC(=O)N([C@H](C)CO)C[C@@H]2C)cc1 | 10 | -18
C[C@H]1CN([C@@H](C)CO)C(=O)Cc2cc(NC(=O)Nc3cccc4ccccc34)ccc2O[C@@H]1CN(C)C(=O)NC1CCCCC1 | 12 | -12
C[C@@H]1CN([C@H](C)CO)C(=O)CCCn2nncc2CO[C@@H]1CN(C)Cc1ccccc1 | · | -7
C[C@H](CO)N1C[C@H](C)[C@H](CN(C)C(=O)Nc2ccc3c(c2)OCO3)Oc2ccc(N(C)C)cc2CC1=O | 1 | 2
C[C@@H]1CCCCO[C@@H](CN(C)Cc2ccncc2)[C@@H](C)CN([C@H](C)CO)C(=O)c2cc(NC(=O)Nc3cccc4ccccc34)ccc2O1 | -2 | 33
C[C@H]1CN([C@@H](C)CO)C(=O)c2cccc(NC(=O)Nc3cccc4ccccc34)c2O[C@H]1CN(C)Cc1ccc(Cl)c(Cl)c1 | -21 | 23
C[C@H](CO)N1C[C@H](C)[C@H](CN(C)Cc2ccccc2)Oc2c(NS(=O)(=O)c3ccc(F)cc3)cccc2C1=O | 0 | 6
C[C@@H]1CN([C@@H](C)CO)C(=O)Cc2cc(NC(=O)Nc3ccc(F)cc3)ccc2O[C@@H]1CN(C)S(=O)(=O)c1ccc(Cl)cc1 | -3 | 4
Cc1noc(C)c1NC(=O)Nc1ccc2c(c1)C(=O)N([C@H](C)CO)C[C@H](C)[C@H](CN(C)Cc1ccncc1)OCCCC[C@@H](C)O2 | -12 | -17
Cc1ccc(S(=O)(=O)N(C)C[C@H]2Oc3ccc(NS(=O)(=O)c4ccccc4)cc3C(=O)N([C@@H](C)CO)C[C@@H]2C)cc1 | -5 | 6
C[C@@H]1CN([C@H](C)CO)C(=O)c2cc(NC(=O)c3ccncc3)ccc2O[C@H]1CN(C)C(=O)NC1CCCCC1 | · | -12
Cc1noc(C)c1S(=O)(=O)Nc1cccc2c1O[C@@H](CN(C)C)[C@@H](C)CN([C@H](C)CO)C2=O | 12 | -22
C[C@@H]1CCCCO[C@@H](CN(C)S(=O)(=O)c2cccs2)[C@@H](C)CN([C@H](C)CO)C(=O)c2cc(NC(=O)Nc3ccc4c(c3)OCO4)ccc2O1 | 5 | 5
C[C@@H]1CN([C@@H](C)CO)C(=O)Cc2cc(NS(=O)(=O)c3ccccc3)ccc2O[C@@H]1CN(C)C(=O)Nc1ccc(C(F)(F)F)cc1 | 3 | -3
C[C@H]1CN([C@@H](C)CO)C(=O)c2cc(NC(=O)Cn3cnnn3)ccc2O[C@H]1CN(C)Cc1ccc(Cl)c(Cl)c1 | 5 | -98
C[C@@H]1CN([C@H](C)CO)C(=O)c2cc(N(C)C)ccc2O[C@H]1CN(C)C(=O)Nc1ccc(C(F)(F)F)cc1 | -2 | 2
C[C@H]1CN([C@@H](C)CO)C(=O)c2cccc(NC(=O)Nc3ccc(F)cc3)c2O[C@H]1CN(C)S(C)(=O)=O | 1 | -21
C[C@H]1CN([C@@H](C)CO)C(=O)c2cc(NC(=O)CCCCCC(=O)Nc3ccccc3N)ccc2O[C@H]1CN(C)C(=O)Nc1ccccc1 | 5 | -29
C[C@H](CO)N1C[C@H](C)[C@H](CN(C)S(=O)(=O)c2cccs2)Oc2c(NC(=O)Nc3ccc4c(c3)OCO4)cccc2C1=O | -4 | 7
Cc1noc(C)c1S(=O)(=O)Nc1ccc2c(c1)CC(=O)N([C@@H](C)CO)C[C@@H](C)[C@@H](CN(C)S(=O)(=O)c1cn(C)cn1)O2 | 9 | -25
C[C@@H]1CN([C@@H](C)CO)C(=O)c2cc(NC(=O)CCC(F)(F)F)ccc2O[C@H]1CN(C)C(=O)NC1CCCCC1 | -3 | -1
COc1ccc(NC(=O)Nc2cccc3c2O[C@@H](CN(C)S(=O)(=O)c2cn(C)cn2)[C@H](C)CN([C@H](C)CO)C3=O)cc1 | 9 | -12
C[C@@H]1CN([C@@H](C)CO)C(=O)Cc2cc(NC(=O)Nc3ccc(F)cc3)ccc2O[C@@H]1CN(C)Cc1ccc2c(c1)OCO2 | -12 | 29
Cc1ccc(S(=O)(=O)Nc2ccc3c(c2)CC(=O)N([C@@H](C)CO)C[C@@H](C)[C@@H](CN(C)S(=O)(=O)c2cccs2)O3)cc1 | -1 | 38
C[C@@H]1CN([C@@H](C)CO)C(=O)c2cccc(NC(=O)C3CCCCC3)c2O[C@@H]1CN(C)Cc1ccc(-c2ccccc2)cc1 | -32 | 7
C[C@@H]1CN([C@@H](C)CO)C(=O)Cc2cc(NC(=O)Nc3cccc4ccccc34)ccc2O[C@@H]1CN(C)C(=O)NC1CCCCC1 | -1 | -2
C[C@@H]1CN([C@H](C)CO)C(=O)Cc2cc(NS(=O)(=O)c3cccs3)ccc2O[C@@H]1CN(C)S(=O)(=O)c1cn(C)cn1 | 1 | -14
C[C@@H]1CN([C@@H](C)CO)C(=O)c2cc(NC(=O)CCN3CCOCC3)ccc2O[C@@H]1CN(C)S(=O)(=O)c1ccc(F)cc1 | 2 | 8
C[C@@H]1CN([C@H](C)CO)C(=O)Cc2cc(NC(=O)Cc3ccccc3)ccc2O[C@H]1CN(C)Cc1ccc(Oc2ccccc2)cc1 | 0 | 43
Cc1noc(C)c1S(=O)(=O)Nc1cccc2c1O[C@H](CN(C)C(=O)Nc1ccc3c(c1)OCO3)[C@H](C)CN([C@@H](C)CO)C2=O | -3 | 1
Cc1noc(C)c1NC(=O)N(C)C[C@@H]1Oc2c(NC(=O)C3CCOCC3)cccc2C(=O)N([C@@H](C)CO)C[C@H]1C | 4 | -15
Cc1noc(C)c1NC(=O)Nc1ccc2c(c1)CC(=O)N([C@@H](C)CO)C[C@@H](C)[C@@H](CN(C)S(=O)(=O)c1ccc(F)cc1)O2 | 7 | -13
C[C@H]1CN([C@@H](C)CO)C(=O)CCCn2cc(nn2)CO[C@@H]1CN(C)C(=O)NC1CCCC1 | · | -20
CNC[C@H]1Oc2ccc(N(C)C)cc2CC(=O)N([C@@H](C)CO)C[C@@H]1C | 3 | -2
C[C@@H]1CN([C@@H](C)CO)C(=O)c2cccc(NC(=O)Nc3ccccc3)c2O[C@@H]1CN(C)CC1CCCCC1 | 10 | -23
C[C@H](CO)N1C[C@H](C)[C@H](CN(C)C(=O)NC2CCCCC2)Oc2c(NS(=O)(=O)c3ccccc3)cccc2C1=O | 1 | 10
COc1ccc(S(=O)(=O)Nc2ccc3c(c2)CC(=O)N([C@H](C)CO)C[C@@H](C)[C@@H](CN(C)Cc2ccncc2)O3)cc1 | 3 | 34
C[C@@H]1CN([C@H](C)CO)C(=O)c2cccc(NC(=O)Nc3ccc(F)cc3)c2O[C@H]1CN(C)Cc1ccc(Oc2ccccc2)cc1 | -21 | 22
C[C@@H]1CN([C@H](C)CO)C(=O)c2cc(NC(=O)Nc3ccc4c(c3)OCO4)ccc2O[C@@H]1CN(C)Cc1ccc(C(=O)O)cc1 | 8 | -5
COc1ccc(CN(C)C[C@H]2Oc3ccc(NC(=O)NC(C)C)cc3CC(=O)N([C@@H](C)CO)C[C@H]2C)cc1 | 5 | -6
CC(C)NC(=O)Nc1ccc2c(c1)CC(=O)N([C@@H](C)CO)C[C@@H](C)[C@@H](CN(C)C(=O)Nc1ccc(F)cc1)O2 | -3 | -16
COc1ccc(S(=O)(=O)Nc2ccc3c(c2)C(=O)N([C@@H](C)CO)C[C@@H](C)[C@@H](CN(C)S(=O)(=O)c2c(C)noc2C)O3)cc1 | -4 | 1
C[C@@H]1CN([C@@H](C)CO)C(=O)Cc2cc(NS(=O)(=O)c3ccc(Cl)cc3)ccc2O[C@@H]1CN(C)S(=O)(=O)c1cn(C)cn1 | 12 | -15
C[C@@H]1CN([C@H](C)CO)C(=O)Cc2cc(NS(C)(=O)=O)ccc2O[C@@H]1CN(C)S(C)(=O)=O | 5 | -10
C[C@H](CO)N1C[C@H](C)[C@@H](CN(C)Cc2ccccc2)Oc2ccc(NS(=O)(=O)c3ccccc3)cc2C1=O | · | 56
C[C@H]1CN([C@@H](C)CO)C(=O)c2cccc(NS(C)(=O)=O)c2O[C@@H]1CN(C)S(=O)(=O)c1ccccc1 | 7 | -21
C[C@@H]1CCCCO[C@@H](CN(C)C(=O)c2ccccc2)[C@@H](C)CN([C@H](C)CO)C(=O)c2cc(NC(=O)Nc3ccc4c(c3)OCO4)ccc2O1 | 16 | -15
C[C@@H]1CN([C@H](C)CO)C(=O)c2cccc(NS(=O)(=O)c3cn(C)cn3)c2O[C@@H]1CN(C)Cc1ccc(Oc2ccccc2)cc1 | -3 | 53
C[C@@H]1CN([C@H](C)CO)C(=O)CCCn2nncc2CO[C@H]1CN(C)C(=O)Cc1ccccc1 | · | -9
Cc1cc(C(=O)Nc2cccc3c2O[C@H](CN(C)C)[C@@H](C)CN([C@H](C)CO)C3=O)n(C)n1 | 3 | -2
C[C@H]1CN([C@@H](C)CO)C(=O)c2cccc(NC(=O)Nc3ccc(F)cc3)c2O[C@H]1CN(C)Cc1ccc(-c2ccccc2)cc1 | -28 | -43
C[C@@H]1CN([C@H](C)CO)C(=O)c2cccc(NC(=O)c3nc4ccccc4s3)c2O[C@H]1CN(C)Cc1ccc(Cl)c(Cl)c1 | -60 | 51
C[C@@H]1CCCCO[C@@H](CN(C)C(=O)Cc2ccccc2)[C@@H](C)CN([C@H](C)CO)C(=O)c2cc(NC(=O)Nc3cccc4ccccc34)ccc2O1 | 0 | 9
COc1ccc(S(=O)(=O)N(C)C[C@H]2Oc3ccc(NC(=O)Cc4ccccc4)cc3CC(=O)N([C@@H](C)CO)C[C@@H]2C)cc1 | 9 | -3
CC(C)=CCC[C@@H](C)C/C=N/NC(=O)CCCCCCC(=O)O | 7 | -3
C[C@H]1CN([C@@H](C)CO)C(=O)Cc2cc(NS(C)(=O)=O)ccc2O[C@H]1CN(C)Cc1ccc(C(F)(F)F)cc1 | 8 | 10
C[C@@H]1CN([C@@H](C)CO)C(=O)CCCn2cc(nn2)CO[C@@H]1CN(C)S(=O)(=O)c1ccccc1C#N | · | 13
C[C@H](CO)N1C[C@H](C)[C@H](CN(C)C(=O)Nc2ccc3c(c2)OCO3)Oc2c(NC(=O)Nc3ccc(C(F)(F)F)cc3)cccc2C1=O | -46 | 63*
Next entries follow.
SMILES | INS-1E rescue | T cruzi HTS
C[C@H](CO)N1C[C@H](C)[C@H](CN(C)Cc2ccc(Cl)c(Cl)c2)Oc2ccc(NS(C)(=O)=O)cc2C1=O | · | 7
COC(=O)CCCCCCC(=O)N/N=C/c1ccc([N+](=O)[O-])c(O)c1 | -2 | 9
COc1ccc(CN(C)C[C@H]2Oc3ccc(NC(=O)Cc4ccccc4)cc3CC(=O)N([C@H](C)CO)C[C@H]2C)cc1 | 0 | -7
C[C@@H]1CN([C@H](C)CO)C(=O)Cc2cc(NC(=O)NC3CCCCC3)ccc2O[C@@H]1CN(C)CC1CCCCC1 | -6 | 2
CNC[C@@H]1Oc2c(NC(=O)C3CC3)cccc2C(=O)N([C@H](C)CO)C[C@H]1C | 4 | -30
CC(C)(C)OC(=O)NC1(/C=N/NC(=O)c2ccccn2)CCCC1 | 11 | -10
C[C@H](CO)N1C[C@H](C)[C@@H](CN(C)S(=O)(=O)c2cccc(C#N)c2)OCc2cn(nn2)CCCC1=O | · | -27
C[C@H](CO)N1C[C@H](C)[C@H](CN(C)C(=O)Nc2ccccc2)Oc2ccc(NC(=O)c3ccncc3)cc2C1=O | 4 | -24
Cc1cc(C(=O)Nc2cccc3c2O[C@@H](CN(C)S(=O)(=O)c2ccc(Cl)cc2)[C@H](C)CN([C@@H](C)CO)C3=O)n(C)n1 | 7 | 9

Compound profiles (already shown). Order of screens: INS-1E rescue	T cruzi HTS
Cc1cc(C(=O)Nc2cccc3c2O[C@@H](CN(C)S(=O)(=O)c2ccc(Cl)cc2)[C@H](C)CN([C@@H](C)CO)C3=O)n(C)n1 as listed: 7	9
COC(=O)CCCCCCC(=O)N/N=C/c1ccc([N+](=O)[O-])c(O)c1 as listed: -2	9

Entries listed so far that contain an aryl methoxy group:
SMILES | INS-1E rescue | T cruzi HTS
COc1ccc(NC(=O)N(C)C[C@@H]2Oc3ccc(NS(=O)(=O)c4c(C)noc4C)cc3CC(=O)N([C@H](C)CO)C[C@@H]2C)cc1 | 10 | -18
COc1ccc(NC(=O)Nc2cccc3c2O[C@@H](CN(C)S(=O)(=O)c2cn(C)cn2)[C@H](C)CN([C@H](C)CO)C3=O)cc1 | 9 | -12
COc1ccc(S(=O)(=O)Nc2ccc3c(c2)CC(=O)N([C@H](C)CO)C[C@@H](C)[C@@H](CN(C)Cc2ccncc2)O3)cc1 | 3 | 34
COc1ccc(CN(C)C[C@H]2Oc3ccc(NC(=O)NC(C)C)cc3CC(=O)N([C@@H](C)CO)C[C@H]2C)cc1 | 5 | -6
COc1ccc(S(=O)(=O)Nc2ccc3c(c2)C(=O)N([C@@H](C)CO)C[C@@H](C)[C@@H](CN(C)S(=O)(=O)c2c(C)noc2C)O3)cc1 | -4 | 1
COc1ccc(S(=O)(=O)N(C)C[C@H]2Oc3ccc(NC(=O)Cc4ccccc4)cc3CC(=O)N([C@@H](C)CO)C[C@@H]2C)cc1 | 9 | -3
COc1ccc(CN(C)C[C@H]2Oc3ccc(NC(=O)Cc4ccccc4)cc3CC(=O)N([C@H](C)CO)C[C@H]2C)cc1 | 0 | -7

Outcome played no part in choosing rows (roughly 5.3% active in at least one column).
